Screening data (PubChem)
JMJD2A Tudor = inhibitors of human JMJD2A Tudor domain; O75164; AlphaScreen JMJD2A-Tudor / H3K4me3 peptide binding; Potency, µM (doses to about 114 µM), inactives show top-dose activity change, negative = inhibition, hits mostly inhibitors; 390,000 tested, 4.4% active; AID 504339; further: on the % scale 0 is the no-effect control and ±100 the full control effect; nearly all actives have a fitted effect of over 50% in size
BAZ2B block = inhibitors of human BAZ2B bromodomain; Potency, µM (series often up to 114 µM), for inactives: at the highest dose activity change, negative = inhibition, hits mostly inhibitors; AlphaScreen BAZ2B-H3K14Ac peptide displacement; Q9UIF8; 360,000 tested, 4.4% active; AID 504333; further: on the % scale 0 is the no-effect control and ±100 the full control effect; nearly all actives have a fitted effect of over 60% in size
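Complex of BAZ2B and biotin-H3K14Ac (50 nM apiece) forms over 30 min at RT, then faces library compounds up to 110 uM for another 30 min; AlphaScreen beads added, 20 min dark incubation, luminescence read.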
POLB inh = inhibitors of human DNA polymerase beta; P06746; Pol beta primer extension/strand displacement, fluorescence kinetic; Potency, µM (doses to about 114 µM), without a hit: at the highest dose activity change, negative = inhibition, hits mostly inhibitors; 340,000 tested, 1.3% active; further: on the % scale 0 is the no-effect control and ±100 the full control effect
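Homogeneous kinetic assay of primer extension and strand displacement by 10 nM Pol beta, preincubated 15 min at room temperature with compound before 50 nM substrate (final) was added. Read at 0 and 10 min; four-parameter Hill fit.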
Pol eta inh = DNA polymerase eta (human) inhibition. Q9Y253. recombinant Pol eta, fluorescent DNA replication assay. Potency, µM (doses to about 114 µM), without a hit: at the top dose activity change, negative = inhibition, usual class: inhibitors. 390,000 tested, 1.2% active; further: on the % scale 0 is the no-effect control and ±100 the full control effect
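Pol eta (10 nM) was preincubated with compounds for 15 min at room temperature, after which fluorescent replication substrate (50 nM final) was added to start the reaction. Fluorescence was read kinetically at 0 and 10 min.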
POLK inh = DNA polymerase kappa (human) inhibition. Q9UBT6. purified Pol kappa, fluorescent DNA synthesis assay, 10 min. Potency, µM (highest dose often 107 µM), inactives show at the highest dose activity, negative = inhibition, actives largely listed as inhibitors. 400,000 tested, 0.53% active. AID 588579; further: on the % scale 0 is the no-effect control and ±100 the full control effect
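Inhibition of 10 nM Pol kappa is measured by a fluorescent read-out at 0 and 10 min following addition of 50 nM substrate (final), with a 15-min room-temperature compound preincubation.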
Pol iota inh = DNA polymerase iota (human) inhibition | Pol iota fluorescent replication assay, 10 min | Potency, µM (series often up to 115 µM), without a hit: at the highest dose activity, negative = inhibition, usual class: inhibitors | 390,000 tested, 1% active
Target sequence (Q9UNA4 whole entry, looked up): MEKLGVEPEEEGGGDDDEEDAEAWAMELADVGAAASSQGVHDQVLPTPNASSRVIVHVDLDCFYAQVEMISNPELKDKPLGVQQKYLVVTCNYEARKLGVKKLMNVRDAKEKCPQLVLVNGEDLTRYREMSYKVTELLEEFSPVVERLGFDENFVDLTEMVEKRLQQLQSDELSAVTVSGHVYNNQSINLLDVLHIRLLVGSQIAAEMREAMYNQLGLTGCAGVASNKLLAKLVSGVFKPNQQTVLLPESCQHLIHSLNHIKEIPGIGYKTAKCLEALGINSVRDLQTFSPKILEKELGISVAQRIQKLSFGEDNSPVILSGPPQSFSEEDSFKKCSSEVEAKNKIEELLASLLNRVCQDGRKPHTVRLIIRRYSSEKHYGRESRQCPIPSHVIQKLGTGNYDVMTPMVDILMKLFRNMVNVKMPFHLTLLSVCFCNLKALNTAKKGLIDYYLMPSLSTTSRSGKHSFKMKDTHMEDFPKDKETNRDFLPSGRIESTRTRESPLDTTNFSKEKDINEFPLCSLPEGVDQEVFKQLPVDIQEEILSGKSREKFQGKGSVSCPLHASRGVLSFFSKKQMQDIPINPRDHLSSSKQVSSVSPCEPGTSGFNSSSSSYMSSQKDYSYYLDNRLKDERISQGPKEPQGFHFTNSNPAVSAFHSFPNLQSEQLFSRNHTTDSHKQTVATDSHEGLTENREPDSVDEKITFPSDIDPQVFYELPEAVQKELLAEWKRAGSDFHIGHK
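Pol iota at 10 nM preincubated 15 min with compounds at room temperature; reaction started with fluorescent substrate, 50 nM final. Fluorescence read kinetically at 0 and 10 min; buffer-only wells as negative control.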
BLM helicase inh = inhibitors of human Bloom syndrome helicase BLM | AID 2528 | 350,000 tested, 0.2% active | Potency, µM (highest dose often 56.1 µM), for the others: at the top dose activity change, negative = inhibition, most hits filed as inhibitors | recombinant BLM DNA unwinding, fluorescence dequenching;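 further: plate controls were vehicle for no effect and no enzyme for full effect; nearly all actives have a fitted effect of over 35% in size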
APEX1 inh = inhibitors of human APE1 endonuclease; 350,000 tested, 0.35% active; recombinant APE1, TAMRA/BHQ-2 abasic DNA cleavage fluorescence; AID 2517; Potency, µM (highest dose often 65.8 µM), for the others: at the top dose activity change, negative = inhibition, hits mostly inhibitors; P27695;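 further: plate controls were vehicle for no effect and reference inhibitor for full effect; nearly all actives have a fitted effect of over 55% in size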
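Endonuclease cleavage of a quenched abasic-site DNA duplex (50 nM) by APE1 (0.75 nM) was tracked by TAMRA dequenching. Compounds were preincubated with enzyme 15 min at room temperature; data normalized to buffer-only and DMSO wells plus NSC13755 control.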
G9a inh = blocks human histone lysine methyltransferase G9a; G9a H3K9 monomethylation, AlphaScreen, 2 h; AID 504332; 350,000 tested, 8.8% active; Q96KQ7; Potency, µM (doses to about 102 µM), for the others: at the top dose activity, negative = inhibition, actives largely listed as inhibitors; further: on the % scale 0 is the no-effect control and ±100 the full control effect; nearly all actives have a fitted effect of over 75% in size
Target sequence (Q96KQ7 913-1193 limits assumed): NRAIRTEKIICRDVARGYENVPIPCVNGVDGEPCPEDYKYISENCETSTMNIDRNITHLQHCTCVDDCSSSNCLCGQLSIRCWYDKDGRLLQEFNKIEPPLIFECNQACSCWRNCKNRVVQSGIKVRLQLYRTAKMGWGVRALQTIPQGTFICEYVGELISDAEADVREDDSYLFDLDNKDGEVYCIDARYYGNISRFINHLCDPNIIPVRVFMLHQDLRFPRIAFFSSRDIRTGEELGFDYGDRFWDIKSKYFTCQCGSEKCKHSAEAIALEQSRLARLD
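Enzyme 20 nM + cpd, 15 min RT; add b-H3K9 pep 500 nM / SAM 20 uM; 2 h RT; anti-H3K9me1 Ab 0.5 ug/mL + SA donor / anti-rabbit acceptor beads 20 ug/mL each, 10 min; AlphaScreen read.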
The depositor's hits bear a star; ? = inconclusive; . = no result given; [ ] = another dose, or the depositor's remark. The call rests on the fitted dose curve; in most records, active means well fitted curve in the direction sought with a large enough effect; inconclusive means small, poorly fitted or top-dose-only effect, or another doubt; inactive means no such curve, though single readings can be large; an effect the other way counts as inactive or inconclusive. Potency means the concentration at half of the fitted maximal effect.

SMILES	JMJD2A Tudor	BAZ2B block	POLB inh	Pol eta inh	POLK inh	Pol iota inh	BLM helicase inh	APEX1 inh	G9a inh
C=CCn1c(SCC(=O)N2CCN(C(=O)c3ccco3)CC2)nc2sc(CC)cc2c1=O	-22%	5%	8%	-2%	-3%	-9%	-3%	12%	23%[59 µM]
Nc1nc(CN2CCN(Cc3ccc4c(c3)OCO4)CC2)nc(Nc2ccccc2)n1	?	?	13%	4%	-18%	7%	-1%	16%	18%[12.7 µM]
N#CN=C1CCCCCN1CC(N)=O	-20%	.	5%	3%	-7%	-4%	4%	2%	-23%[59 µM]
Cc1cc(NC(=O)CCCSc2nc(-c3ccco3)cc(C(F)(F)F)n2)n(-c2ccccc2)n1	-18%	-5%	16%	-4%	-12%	-3%	-6%	4%	-39%[59 µM]
CCOC(=O)C1=C(C)Nc2ccc(C)cc2S1	-25%	50µM*	17%	-5%	-7%	9%	-2%	0%	?
O=C(COc1ccc2ccccc2c1)N1CCN(C(=O)c2cccnc2)CC1	-11%[57.1 µM]	0%	18%	1%	-14%	26%	4%	-9%	9%[12.7 µM]
COc1ccccc1NS(=O)(=O)c1ccc(C(=O)N2CCCCCCC2)cc1	-17%	14%	.	-5%	-9%	-1%	.	14%	19%[12.7 µM]
O=C(NC(=S)NCCCN1CCOCC1)c1ccc(Br)cc1	-14%	-18%	13%	-24%	-5%	108%[activator]	-3%	2%	-8%
O=C(NCc1ccncc1)C1CCCCC1	?	-2%	-8%	4%	-1%	16%	0%	?	10%[59 µM]
CCCn1c(Nc2ccccc2C)nc2ccccc21	-11%	16%	5%	-13%	-7%	7%	3%	13%	-2%[59 µM]
Cc1ccc2c(CC(=O)NCC(C)(C)N3CCOCC3)coc2c1	-15%	-6%	9%	-13%	4%	36%[activator]	-2%	14%	-3%[59 µM]
COc1ccc(CC(=O)OCc2nnc(C3COc4ccccc4O3)o2)cc1OC (stereo unspecified)	3%	6%	17%	-17%	-1%	-8%	2%	4%	0%[59 µM]
COC1C(C)=C(C)C(=O)N1Cc1ccccc1 (stereo unspecified)	-7%	-12%	20%	-17%	3%	23%	-8%	11%	23%
CN(C)CCNc1ccc2ncn3c4ccc(O)cc4c(=O)c1c23	?	.	.	?	22µM*	79µM*	.	.	.
CCOC(=O)C1CCCN(C(=O)c2ccc3c(c2)N(Cc2ccccc2F)C(=O)c2ccccc2S3=O)C1 (stereo unspecified)	-24%	-18%	3%	?	-20%	27%	-3%	.	-4%[59 µM]
CCCCNC(=O)N1CCC(CCC(=O)N(C)Cc2ccccc2)CC1	-6%	9%	51%	-19%	-4%	113%[activator]	5%	-5%	.
Cc1oc(-c2ccccc2)nc1C(=O)OCC(=O)NC(C)c1ccccc1 (stereo unspecified)	4%	8%	.	-14%	4%	-8%	.	12%	-26%[12.7 µM]
Cc1ccccc1N1C(=O)CN(Cc2sccc2C)C1=S	-7%	5%	-30%	-5%	-3%	32%[activator]	1%	-5%	-7%
Cc1ccc(S(=O)(=O)N2CCCN(c3nccc(C(F)(F)F)n3)CC2)cc1	28%	6%	-13%	0%	0%	32%[activator]	-5%	-1%	.
O=C(NCc1nnc(SCC(=O)N2CCOCC2)o1)c1cccs1	-6%	-7%	1%	-2%	4%[60.1 µM]	-25%	-6%	-5%	1%[59 µM]
CCCCC(=O)Nc1ccc(NC(=S)NC(=O)c2ccco2)cc1OC	-17%	-15%	16%	-27%	-18%	19%	-4%	11%	.
CCc1ccccc1NC(=O)NC(C)c1ccc2c(c1)OCO2 (stereo unspecified)	-9%	3%	10%	-2%	18%	19%	-2%	-1%	15%
CCCCn1c(N)c(N(CCC(C)C)C(=O)C2CC(=O)N(c3cccc(SC)c3)C2)c(=O)[nH]c1=O (stereo unspecified)	-13%	-4%	.	-10%	0%	21%	.	53%	14µM*
COc1ccc2[nH]c(C(=O)O)c(NS(=O)(=O)c3ccc(C)cc3C)c2c1	-29%	-30%	-27%	-13%	-8%	26%	-2%	9%	40µM*
COc1ccccc1Nc1ncnc2scc(-c3ccc(F)cc3)c12	-7%	2%	2%	-9%	-10%[60.1 µM]	16%	-4%	.	0%[59 µM]
SMILES	JMJD2A Tudor	BAZ2B block	POLB inh	Pol eta inh	POLK inh	Pol iota inh	BLM helicase inh	APEX1 inh	G9a inh
CCOC(=O)c1ccc(N=Nc2c(C)c(C#N)c(O)[nH]c2=O)cc1	?	?	0%	?	-3%	73%[activator]	-11%	-11%	?
CCCc1ccc(Oc2c(-c3ccc(O)c(C)c3O)n[nH]c2C)cc1	-4%	?	-4%	-18%	-7%	19%	-1%	-2%	?
CCCOc1ccc(OCCN2CCCC(C)C2)cc1 (stereo unspecified)	?	56µM*	-23%	-7%	0%	4%	6%	-1%	14µM*
CCc1noc(C)c1C(=O)Nc1nnc(C(CC)CC)s1	3%	-5%	.	-10%	-14%	6%	.	21%	-8%[12.7 µM]
CCCCC#Cc1cncc(C(=O)N/N=C/c2cccc(OC)c2)c1	-21%	-11%	19%	-17%	-13%	8%	-8%	-3%	6%
O=C(COC(=O)c1ccccc1[N+](=O)[O-])c1ccc2c(c1)OCO2	-17%	-34%	.	?	-10%	41%[activator]	.	11%	?
Cc1cccc(/C=C(\C#N)c2nc3ccccc3c(=O)[nH]2)c1	-8%	-1%	25%	-12%	0%	-9%	-2%	.	-7%[59 µM]
Cc1ccc(Cn2c(N/N=C/c3ccncc3)nc3c2c(=O)n(C)c(=O)n3C)cc1	-10%	-32%	1%	-18%	-12%	-28%[58.9 µM]	-1%	-3%	20%
Cc1onc(-c2ccccc2)c1C(=O)NNC(=S)NC(=O)c1ccc(Cl)cc1Cl	?	2%	1%	-15%	-9%	35%[activator]	-4%	-1%	-7%[59 µM]
Nc1ccccc1C(=O)N1CCc2ccccc21	-10%	10%	3%	-20%	1%	19%	-2%	-4%	.
Cc1cccc(NC(=S)N2CCN(S(=O)(=O)c3ccccc3)CC2)c1	-19%	-23%	-9%	-11%	-3%	0%	-2%	18%	?
Cc1cc(S(=O)(=O)Nc2c(C)ccc3nsnc23)ccc1F	-6%	2%	-22%	-4%	-15%	42%[activator]	-3%	3%	26%[12.7 µM]
Cc1cc(Cl)ccc1OCC(=O)NCCOC(=O)Nc1sc(=S)n(C)c1C	-12%	?	-1%	-5%	-4%	62%[activator]	5%	15%	?
CC1=C(C(=O)OC(C)C)C(c2cccnc2)C2=C(CCCC2=O)N1 (stereo unspecified)	-7%	1%	0%	-6%	-5%[60.1 µM]	-20%	6%	?	10%
COc1cc2sc3ccc(-c4ccc5[nH]ccc5c4)cc3c(=O)c2cc1OC	-17%	.	.	-6%	-44%	79µM*	.	.	.
CC(C)(C)c1ccc(OC(=O)c2ccc3snnc3c2)cc1	0%	-4%	62%	-12%	-1%	159%[activator]	4%	1%	-4%[59 µM]
COc1ccc(-n2c(=O)c(-c3cccs3)nc3cnc(Oc4ccccc4)nc32)cc1	.	.	.	.	1%[60.1 µM]	.	8%	0%	1%[12.7 µM]
CC(C)Cn1cc(NC(=O)NCc2cccc(Cl)c2)c2ccccc2c1=O	-18%	0%[57.1 µM]	0%	-1%	-19%	-6%	-5%	.	?
C/C(=N\NC(=O)c1ccc2c(c1)OCO2)c1ccco1	-12%	-10%	22%	-21%	-5%	139%[activator]	-3%	-4%	16%
Cc1oc(C)c2c(=O)cc(-c3ccc4c(c3)OCO4)cc(OC(=O)c3ccccc3Br)c12	?	?	?	?	?	?	-8%	.	13µM*
COCCNCc1ccccc1[N+](=O)[O-]	-14%	-6%	.	-4%	-17%	-19%	.	5%	24%[2.33 µM]
COC1CCCN(Cc2c(C(=O)N3CCc4ccccc4C3)nc3ccc(Cl)cn23)C1 (stereo unspecified)	-22%	?	30%	-3%	-6%	-1%	-4%	13%	18%[59 µM]
COc1ccc(CN(Cc2ccco2)c2cnc(S(C)(=O)=O)nc2C(=O)Nc2ccc(C)cc2C)cc1	-24%	-29%	9%	-23%	-19%	26%	-10%	.	-33%[59 µM]
COc1nc(OC)nc(N2CCC(C(=O)NCc3ccc(F)cc3)CC2)n1	-13%	2%	14%	-3%	-3%[60.1 µM]	22%	-1%	0%	-4%
CCC(C(=O)Nc1ccc2c(c1)OCCO2)n1c(=O)[nH]c2ccccc2c1=O (stereo unspecified)	-13%	-15%[57.1 µM]	2%	-6%	9%	8%	0%	54%[activator]	3%
SMILES	JMJD2A Tudor	BAZ2B block	POLB inh	Pol eta inh	POLK inh	Pol iota inh	BLM helicase inh	APEX1 inh	G9a inh
O=C(O)COn1c(-c2ccccc2)nc2ccc([N+](=O)[O-])cc21	?	50µM*	35µM*	18µM*	?	?	-21%	?	45µM*
CC1CCC(=NNC(=O)c2ccccc2-n2cccc2)CC1 (stereo unspecified)	-9%	-3%	.	-12%	11%	4%	.	-5%	1%
Cc1c(C(=O)O)sc2nc(/C=C/c3cccc(F)c3)[nH]c(=O)c12	-3%	?	45µM*	79µM*	9%	-5%	-7%	?	3%
CC(=O)c1ccc(NC(=O)C2CCC(CNS(=O)(=O)c3ccc(Br)s3)CC2)cc1 (stereo unspecified)	-12%	-2%	-18%	-10%	-2%	2%	0%	.	-3%[59 µM]
CCc1ccc(NC(=O)CSc2nc3cc(C(=O)OC)ccc3c(=O)n2Cc2ccco2)cc1	-9%	3%	8%	6%	-17%	4%	0%	-3%	41%[12.7 µM]
CCn1c(SCC(=O)NCc2ccco2)nnc1-c1ccc(N)cc1	-8%	-5%	3%	-10%	-15%	0%	-5%	13%	28%[59 µM]
COc1ccc2[nH]cc(C(=O)CN3CCN(C/C=C/c4ccccc4)CC3)c2c1	.	-32%	0%	.	.	.	8%	-6%	?
CCN1C(=O)/C(=C/C=C2/Sc3ccccc3N2CCO)SC1=S	-18%	-33%	0%	-8%	-3%	?	-4%	3%	45µM*

These rows are one share of the data (hit frequency here may not be typical).
